sEH activator – increases human soluble epoxide hydrolase activity | P34913 | purified human sEH enzymatic activity, activator screen | activation, % at 2 µM | 91,000 tested, 0.04% active | AID 717; in the data active means activation above about 37%; further: values of inactives mirror those of a sister screen read the other way
Target sequence (P34913 whole entry, looked up): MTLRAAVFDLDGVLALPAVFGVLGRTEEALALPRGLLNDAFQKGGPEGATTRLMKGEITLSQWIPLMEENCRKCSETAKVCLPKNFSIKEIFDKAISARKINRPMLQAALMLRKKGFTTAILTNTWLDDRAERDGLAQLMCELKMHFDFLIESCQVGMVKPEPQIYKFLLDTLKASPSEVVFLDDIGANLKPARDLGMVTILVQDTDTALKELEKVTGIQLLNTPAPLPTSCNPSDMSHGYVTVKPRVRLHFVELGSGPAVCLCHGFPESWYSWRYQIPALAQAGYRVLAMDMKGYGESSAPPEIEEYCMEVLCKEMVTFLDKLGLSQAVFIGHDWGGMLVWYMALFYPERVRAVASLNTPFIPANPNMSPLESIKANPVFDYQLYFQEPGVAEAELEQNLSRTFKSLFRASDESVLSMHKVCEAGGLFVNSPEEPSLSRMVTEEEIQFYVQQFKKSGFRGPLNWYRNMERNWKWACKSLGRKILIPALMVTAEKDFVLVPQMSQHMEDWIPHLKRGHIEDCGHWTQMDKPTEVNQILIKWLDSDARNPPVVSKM
H69AR inhibit – blocks growth of human H69AR lung tumor cells; viability, % at 10 µM; H69AR lung tumor viability, ATP luminescence, 72 h; hits give low values; AID 598; 85,000 tested, 6% active;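 active means viability at or below 40%; inactive means viability above 40%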;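 further: multidrug resistant small cell line overexpressing MRP-1 efflux transporter; 100% = mean luminescence of untreated control wells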
Lung fibro prol – blocks proliferation of human lung fibroblasts | 85,000 tested, 1.1% active | LL 47 human lung fibroblast viability, ATP luminescence; hits give low values | AID 719 | viability, % at 10 µM;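 active means viability at or below 50% in the single dose screen; inactive means viability above 50%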;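 further: compound exposure lasted 72 h before the ATP readout; 100% = median luminescence of untreated cell-only wells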
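Test system: LL 47 human lung fibroblasts / Quantity: 1,150 cells in each well / Medium: IMEM growth medium with 15% fetal bovine serum / Incubation: 72 h compound exposure at 37 °C after overnight plating / Detection: CellTiter-Glo luminescence measuring cellular ATP / Read-out: % viability versus median cells-only luminescence / Benchmarks: cell-only wells, no compound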
ERa SRC1 inh – blocks coactivator binding to human estrogen receptor alpha; inhibition, % at 25.6 µM; AID 629; 86,000 tested, 1.7% active; TR-FRET ER-alpha LBD / SRC-1 peptide, estradiol-bound; P03372; in the data active means inhibition above about 50%;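 further: 0% = receptor plus peptide control and 100% = peptide only without receptor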
ERb coact inh – ER-beta (human) coactivator binding inhibition | Q92731 | TR-FRET ER-beta LBD / SRC1-Cy5 peptide binding; receptor agonist-loaded with 1 µM estradiol | inhibition, % at 25.6 µM | 86,000 tested, 1.3% active | AID 633;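 active means compounds whose percent inhibition of the receptor-coactivator binding signal exceeds about 50% in the single-dose screen, limit read from the data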;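 further: 0% = receptor plus peptide wells without compound and 100% = peptide-only wells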
Target sequence (Q92731 whole entry, looked up, the tested form may be a part): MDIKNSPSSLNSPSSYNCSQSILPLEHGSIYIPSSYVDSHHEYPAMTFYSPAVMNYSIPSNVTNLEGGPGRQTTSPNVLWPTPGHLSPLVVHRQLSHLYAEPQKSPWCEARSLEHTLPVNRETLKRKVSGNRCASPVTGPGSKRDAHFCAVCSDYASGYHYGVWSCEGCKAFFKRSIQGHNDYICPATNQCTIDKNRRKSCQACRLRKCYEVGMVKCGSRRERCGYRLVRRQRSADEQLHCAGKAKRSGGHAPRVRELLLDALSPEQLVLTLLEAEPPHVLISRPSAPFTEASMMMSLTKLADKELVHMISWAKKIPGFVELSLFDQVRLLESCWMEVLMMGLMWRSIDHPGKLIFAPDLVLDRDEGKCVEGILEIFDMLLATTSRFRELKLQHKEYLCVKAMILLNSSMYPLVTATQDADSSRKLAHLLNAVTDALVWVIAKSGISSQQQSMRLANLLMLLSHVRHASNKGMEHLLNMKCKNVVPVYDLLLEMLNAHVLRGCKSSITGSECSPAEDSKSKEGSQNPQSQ
Candida biofilm – kills Candida albicans biofilms. C. albicans biofilm + clotrimazole, Alamar Blue. inhibition, % at 6 µM. 85,000 tested, 0.14% active. AID 834;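 active means inhibition above 20%; inactive means inhibition below 20%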;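 further: preformed 24 hr biofilms exposed to compound for 48 hr; 0% = biofilm without compound and 100% = blank killed by clotrimazole plus chlorhexidine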
HUVEC prolif 384 – inhibitors of human endothelial cell proliferation; viability, % at 10 µM (by protocol); 86,000 tested, 1.1% active; HUVEC proliferation, CellTiter-Glo luminescence, 72 h; hits give low values; AID 648;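 active means viability at or below 30%; inactive means viability above 30%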;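 further: 100% = median luminescence of DMSO-only cell control wells on each plate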
ERa coact pot – enhances coactivator binding to human estrogen receptor alpha. P03372. TR-FRET ERalpha-LBD/SRC-Cy5 coactivator binding, 2 h; 100 = basal binding, no effect. 86,000 tested, 1.3% active. coactivator binding (% of control), % at 25.6 µM. AID 639; in the data active means activity above about 200%;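 further: binding measured in presence of low estradiol as agonist stimulus; 0% = peptide alone without receptor and 100% = receptor with peptide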
Smad3 FoxH1 inh – inhibitors of human Smad3 transcription factor binding | 88,000 tested, 0.29% active | P84022 | TR-FRET Smad3/Dy647-FoxH1 peptide binding, europium anti-His | inhibition, % at 25 µM;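 active means compounds that reduce the energy-transfer binding signal between the protein and its labelled peptide by more than half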;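 further: 0% = Smad3 plus labelled peptide maximal FRET and 100% = peptide-only background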
The depositor's hits bear a star; / = no result given; [ ] = remark or other dose. Only part of the results is shown; rates above refer to the full screens.

Molecule | sEH activator | H69AR inhibit | Lung fibro prol | ERa SRC1 inh | ERb coact inh | Candida biofilm | HUVEC prolif 384 | ERa coact pot | Smad3 FoxH1 inh
CCCCOC(=O)C(C)Nc1n[nH]c(=O)[nH]c1=O (stereo not drawn) | 11 | 90 | 98 | 27[fluorescence artefact?] | 17 | 5 | 88 | 79 | 7
Cc1ccc2nc3c(cc2c1)c(NC(=O)c1ccccn1)nn3CC(C)C | 17 | 91 | 98 | -2 | -12 | 8 | 79 | 114 | -11
O=C(CN(c1ccc(F)cc1)S(=O)(=O)c1ccc2c(c1)OCCO2)NCc1ccccc1 | -10 | 109 | 97 | 18 | 0 | 1 | 100 | 108 | 9
COC(=O)c1ccc(COC(=O)CNC(=O)c2ccco2)cc1 | -17 | 96 | 104 | 2[fluorescence artefact?] | 34 | 5 | 104 | 103 | -9
Cn1c(=O)oc2cc(S(=O)(=O)NCCC(=O)N3CCc4ccccc4C3)ccc21 | -3 | 95 | 97 | -5 | 4 | 4 | 92 | 107 | 5
COCC(C)NCc1cccc(OC)c1OC (stereo not drawn) | -1 | 87 | 102 | -10 | -11 | -6 | 100 | 104 | -2
O=C(Nc1ccccc1C(=O)O)c1ccc(Br)o1 | -5 | 94 | 111 | -1 | 22[fluorescence artefact?] | 4 | 99 | 95[fluorescence artefact?] | -17[fluorescence artefact?]
COc1ccc(-c2ccc(-c3noc(-c4ccccc4OC)n3)c(OC)n2)cc1 | -6 | 34* | 100 | 33[fluorescence artefact?] | 4 | -8 | 72 | 231* | -7[fluorescence artefact?]
O=C(N1CCN(c2cccc(Cl)c2)CC1)C1(S(=O)(=O)c2ccc(Cl)cc2)CC1 | -7 | 58 | 99 | 6 | -5 | 4 | 99 | 108 | 6
COc1ccc(OC)c(NC(=O)CSc2nnc(Cn3c(=O)sc4ccccc43)n2C)c1 | / | 63 | 108 | -6 | -4 | 19 | 94 | 107 | 2
O=C(Nc1nccs1)C1Cc2ccccc2CN1S(=O)(=O)c1ccc(F)cc1 (stereo not drawn) | -7 | 74 | 89 | 1 | -5[fluorescence artefact?] | 2 | 97 | 115 | -2
Cc1sc2ncn(CCC(=O)O)c(=O)c2c1C | 3 | 95 | 95 | -8[fluorescence artefact?] | -7 | 1 | 110 | 149 | 10
Cc1ccc(OCc2nnc(SCCN3CCOCC3)n2C)cc1 | 4 | 106 | 103 | -2 | 7 | -2 | 100 | 89 | 6
CCOC(=O)/C(C(N)=NCCO)=C(/O)c1ccccc1 | 9 | 86 | 91 | -7 | 3 | 12 | 91 | 121 | -4
CS(=O)(=O)N(CC(=O)NC1CCCCCC1)Cc1ccccc1 | -12 | 89 | 97 | -4[fluorescence artefact?] | -4 | 5 | 101 | 120 | -2[fluorescence artefact?]
Nc1ccc2c(c1)C(=O)C(=O)c1ccccc1-2 | -2 | 0.2* | 2.1* | -15[fluorescence artefact?] | 8[fluorescence artefact?] | 3 | 3.1* | 71[fluorescence artefact?] | 73*[fluorescence artefact?]
Cc1cc(=O)oc(C)c1C(=O)NCCCN1C(C)CCCC1C (stereo not drawn) | -10 | 97 | 100 | -75 | -15 | 0 | 96 | 107 | 0
Cc1nnc(SCC(=O)NC(=O)NC(C)(C)C)n1N | 4 | 98 | 97 | -11 | -8 | 4 | 95 | 116 | -2
NC(=O)c1c(NC(=O)CN2CCCC2)sc2c1CCCC2 | 0 | 83 | 108 | -9 | -6 | 8 | 105 | 111 | 1
CCOc1ccc2[nH]c(=O)c(C(c3nnnn3CC3CCCO3)N3CCc4ccccc4C3)cc2c1 (stereo not drawn) | / | 84 | 89 | 0 | 7[fluorescence artefact?] | 0 | 88 | 99 | -1
CCOC(=O)c1ccc(NC(=O)C23CCC(C)(C(=O)O2)C3(C)C)cc1 (stereo not drawn) | / | 96 | 101 | -8 | 0 | 2 | 107 | 129 | -4
CCOc1ccc(-c2nc(-c3ccccc3C)no2)cc1 | 4 | 91 | 90 | -9 | 3 | 4 | 105 | 100 | -7
O=C(COc1cccc(C(F)(F)F)c1)NCCCN1CCCC1=O | -14 | 86 | 106 | -4 | -4 | 4 | 101 | 104 | 4
CCCCn1c(/N=C/c2ccc3c(c2)OCO3)nc2ccccc21 | 15 | 86 | 103 | 6[fluorescence artefact?] | 3 | 6 | 108 | 76 | -17
C=CCSc1nc2c(c(C3CC=CCC3)c1C#N)CCC2 (stereo not drawn) | -11 | 87 | 85 | 0 | -5[fluorescence artefact?] | 9 | 107 | 93 | 18

Printed as active in Smad3 FoxH1 inh, of those listed so far:
SMILES	sEH activator	ERa SRC1 inh	ERb coact inh	ERa coact pot	Smad3 FoxH1 inh
Nc1ccc2c(c1)C(=O)C(=O)c1ccccc1-2	-2	-15[fluorescence artefact?]	8[fluorescence artefact?]	71[fluorescence artefact?]	73*[fluorescence artefact?]

Additional results follow.
Molecule | sEH activator | H69AR inhibit | Lung fibro prol | ERa SRC1 inh | ERb coact inh | Candida biofilm | HUVEC prolif 384 | ERa coact pot | Smad3 FoxH1 inh
Cc1c(Cl)cccc1-c1ccc(/C=N/n2cnnc2)o1 | -9 | 90 | 92 | 0 | 13 | 5 | 27* | 90[fluorescence artefact?] | 5
Cc1cc(NC(=O)c2ccccc2)ncc1NC(=O)c1ccco1 | / | 67 | 89 | 5 | -3 | 3 | 82 | 94 | -1
CC(=O)Nc1cc(C(=O)N2CCN(C)CC2)ccc1Sc1ccc(C)cc1 | -8 | 99 | 103 | 2 | -21 | 6 | 109 | 103 | -7
CSc1nnc(-c2sc3cc(C(F)(F)F)cnc3c2-c2cccnc2)n1C | 12 | 60 | 97 | 3[fluorescence artefact?] | -8 | 54* | 91 | 102 | -14
Cn1c(=O)c2c(nc(Oc3ccc4c(c3)OCO4)n2Cc2ccc(Br)cc2)n(C)c1=O | / | 18* | 30* | 2 | 52* | 4 | 22* | 103 | -19
O=C(NCc1ccc2c(c1)OCO2)C1CC(c2cccc(Br)c2)=NO1 (stereo not drawn) | -2 | 86 | 105 | -7 | -16 | 3 | 107 | 105 | 6
CCOC(=O)COc1ccc(S(=O)(=O)N2CCN(c3ccccc3F)CC2)cc1 | 17 | 90 | 59 | -6 | -2 | 7 | 45 | 88 | -2
CCOc1ccc(C(=O)NCCCN(CC)CC)cc1 | / | 107 | 103 | -7 | -7 | 1 | 96 | 148[fluorescence artefact?] | -4
CC(=O)NC1C(=O)Nc2c(C)cc(C)cc21 (stereo not drawn) | -9 | 98 | 107 | -2 | -2 | 6 | 111 | 110 | 2
CCC(=O)Nc1ccccc1-c1nnn(CC(=O)N2c3ccccc3CC2C)n1 (stereo not drawn) | -4 | 84 | 103 | -1 | 36 | 4 | 99 | 126 | -3
Cc1nc2ccc(S(=O)(=O)NCC(=O)N3CCOCC3)cc2s1 | -4 | 97 | 106 | 0[fluorescence artefact?] | -3[fluorescence artefact?] | -2 | 99 | 95[fluorescence artefact?] | 5
COc1ccccc1N1CCN(c2nc(N)c(C#N)c(CC#N)c2C#N)CC1 | -2 | 74 | 101 | -6 | 0 | 4 | 107 | 106 | 4
CCCCCc1c(C)nc(Nc2ccc(F)cc2)[nH]c1=O | -37 | 102 | 88 | 15[fluorescence artefact?] | 13[fluorescence artefact?] | 3 | 64 | 125 | 8
CN(C)c1ccc(CNC(=O)C2CCN(S(=O)(=O)c3ccc4c(c3)CCC(=O)N4)CC2)cc1 | -21 | 66 | 102 | 9 | 10 | 18 | 100 | 84[fluorescence artefact?] | 22
CC1CN(C(=O)C(C)Sc2nc3ccccc3s2)CC(C)O1 (stereo not drawn) | 11 | 81 | 90 | 6 | 3[fluorescence artefact?] | -2 | 94 | 99 | -13
Cn1c(NC(=O)C2c3ccccc3Oc3ccccc32)cc(=O)n(C)c1=O | 5 | 78 | 86 | -36 | -15 | -2 | 76 | 90 | 5
COc1cccc(NC(=O)CSc2nc3c(c(-c4ccco4)c2C#N)CCCC3)c1 | -1 | 94 | 92 | 34[fluorescence artefact?] | 34 | 5 | 98 | 196 | -20
CCC(=O)Nc1ccc(C(=O)Nc2cccc(OC)c2)cc1 | 19 | 65 | 104 | -2 | -20 | 2 | 116 | 101 | 12
CCOc1ccc(N2CC(C(=O)NCCCN3CCOCC3)CC2=O)cc1 (stereo not drawn) | 6 | 94 | 109 | 4 | 18 | 6 | 91 | 85 | 8[fluorescence artefact?]
Cc1nc(N)sc1-c1csc(Nc2ccccc2)n1 | -6 | 50 | 90 | 6[fluorescence artefact?] | 7[fluorescence artefact?] | 6 | 74 | 59[fluorescence artefact?] | -5
CC(=O)C(Sc1nc(N2CCOCC2)nc(N2CCOCC2)n1)C(=O)Nc1ccccc1 (stereo not drawn) | 9 | 72 | 95 | -9 | -4 | 9 | 77 | 114 | 11[fluorescence artefact?]
CCCCC(CCC(=O)Nc1ccc(C(=O)OCC)cc1)C(=O)O (stereo not drawn) | 3 | 101 | 104 | 0 | -4 | 4 | 101 | 130 | -3
Cc1cc(NC(=O)c2c(F)c(F)c(F)c(F)c2F)no1 | -5 | 53 | 99 | -4 | 0 | 4 | 95 | 110 | 9
CCCCNC(=O)COC(=O)c1cc(C)nc2ccccc12 | -17 | 72 | 104 | 3 | -8 | 6 | 99 | 81 | -1
Cn1c(SCc2nc(-c3ccccc3)no2)nnc1-c1cccs1 | -7 | 94 | 106 | 1 | 11 | 6 | 127 | 97 | -4
COc1ccccc1CN(Cc1cc2cc(C)ccc2[nH]c1=O)Cc1nnnn1CC1CCCO1 (stereo not drawn) | -6 | 46 | 86 | -7 | -3[fluorescence artefact?] | 4 | 93 | 113 | 8

Compounds listed so far with an aryl methoxy group, in the order listed:
Molecule | sEH activator | H69AR inhibit | Lung fibro prol | ERa SRC1 inh | ERb coact inh | Candida biofilm | HUVEC prolif 384 | ERa coact pot | Smad3 FoxH1 inh
COCC(C)NCc1cccc(OC)c1OC (stereo not drawn) | -1 | 87 | 102 | -10 | -11 | -6 | 100 | 104 | -2
COc1ccc(-c2ccc(-c3noc(-c4ccccc4OC)n3)c(OC)n2)cc1 | -6 | 34* | 100 | 33[fluorescence artefact?] | 4 | -8 | 72 | 231* | -7[fluorescence artefact?]
COc1ccc(OC)c(NC(=O)CSc2nnc(Cn3c(=O)sc4ccccc43)n2C)c1 | / | 63 | 108 | -6 | -4 | 19 | 94 | 107 | 2
COc1ccccc1N1CCN(c2nc(N)c(C#N)c(CC#N)c2C#N)CC1 | -2 | 74 | 101 | -6 | 0 | 4 | 107 | 106 | 4
COc1cccc(NC(=O)CSc2nc3c(c(-c4ccco4)c2C#N)CCCC3)c1 | -1 | 94 | 92 | 34[fluorescence artefact?] | 34 | 5 | 98 | 196 | -20
CCC(=O)Nc1ccc(C(=O)Nc2cccc(OC)c2)cc1 | 19 | 65 | 104 | -2 | -20 | 2 | 116 | 101 | 12
COc1ccccc1CN(Cc1cc2cc(C)ccc2[nH]c1=O)Cc1nnnn1CC1CCCO1 (stereo not drawn) | -6 | 46 | 86 | -7 | -3[fluorescence artefact?] | 4 | 93 | 113 | 8

Only sEH activator, HUVEC prolif 384 and Lung fibro prol (two entries from above):
compound,sEH activator,HUVEC prolif 384,Lung fibro prol
O=C(NCc1ccc2c(c1)OCO2)C1CC(c2cccc(Br)c2)=NO1 (stereo not drawn),-2,107,105
Cn1c(SCc2nc(-c3ccccc3)no2)nnc1-c1cccs1,-7,127,106
